Sm TGR inh: inhibitors of Schistosoma mansoni thioredoxin glutathione reductase. Q962Y6. purified TGR, DTNB reduction, TNB absorbance 405 nm. Potency, µM (highest dose often 114 µM), without a hit: at the highest dose activity change, negative = inhibition, usual class: inhibitors. 3% of 360,000 active. AID 485364; further: potency means the concentration at half of the fitted maximal effect; nearly all actives have a fitted effect of over 60% in size
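Kinetic colorimetric format: TGR-catalysed, NADPH-driven DTNB reduction monitored via TNB absorbance. Enzyme dispensed at 20 nM; compound exposure 15 min at room temperature before reaction start.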
HCMV inh: human cytomegalovirus inhibition; HFF cells, HCMV-luciferase reporter, 72 h; hits give low values; activity change, negative = inhibition, % at 57.5 µM; 4.5% of 410,000 active; AID 1259415; in the data active means activity change below about -60%; inconclusive means no clear call, values can overlap the other calls; inactive means above about -39%
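Compounds were evaluated in HFFs infected with an HCMV luciferase reporter virus (MOI 1 PFU/cell). Luciferase in lysates collected 72 h post infection served as the replication measure.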
AmpC no deterg: inhibitors of E. coli AmpC beta-lactamase without detergent; AmpC nitrocefin hydrolysis, absorbance 480 nm, 0.0001% Triton; Potency, µM (doses to about 57.1 µM), inactives show top-dose activity change, negative = inhibition, most hits filed as inhibitors; 0.52% of 330,000 active; AID 485341;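 further: potency means the concentration at half of the fitted maximal effect; plate controls were no compound for no effect and no enzyme for full effect; nearly all actives have a fitted effect of over 20% in size; some results filed as inactive show a strong effect at the top dose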
Target sequence (P00811 whole entry, looked up): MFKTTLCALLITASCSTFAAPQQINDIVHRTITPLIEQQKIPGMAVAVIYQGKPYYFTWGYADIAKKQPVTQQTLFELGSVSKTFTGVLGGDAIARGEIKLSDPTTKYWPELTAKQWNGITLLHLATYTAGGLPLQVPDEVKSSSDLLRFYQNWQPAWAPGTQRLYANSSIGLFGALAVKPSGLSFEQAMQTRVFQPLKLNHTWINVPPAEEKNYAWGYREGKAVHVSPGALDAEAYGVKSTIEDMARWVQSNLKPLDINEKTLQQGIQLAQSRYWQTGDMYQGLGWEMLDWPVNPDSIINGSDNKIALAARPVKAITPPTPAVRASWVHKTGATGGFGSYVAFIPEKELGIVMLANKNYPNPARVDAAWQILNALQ
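20 mM phosphate pH 7.0 + 0.01% (detergent screen) or 0.0001% Triton X-100; 5.3 nM AmpC reagent; cpd preinc 15 min RT; nitrocefin (800 uM stock) to start; A480 q20 s × 4 min; Activity was normalised to no-enzyme and no-compound control wells.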
Tb PYK inh: blocks Trypanosoma brucei pyruvate kinase. 0.12% of 410,000 active. Q57TT1. TbPYK enzyme, Kinase-Glo Plus ATP luminescence, 45 min. Potency, µM (series often up to 76.8 µM), inactives show top-dose activity, negative = inhibition, actives largely listed as inhibitors. AID 624173; further: potency means the concentration at half of the fitted maximal effect; nearly all actives have a fitted effect of over 50% in size
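ADP (130 uM final) triggers the TbPYK reaction after compound addition; incubation is 45 min at room temperature. Kinase-Glo Plus is then added and luminescence imaged. Normalized data are fitted to concentration-effect curves.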
AmpC inh detg: blocks E. coli AmpC beta-lactamase in detergent assay. P00811. AmpC hydrolysis of nitrocefin, absorbance 480 nm, 0.01% Triton. Potency, µM (top dose mostly 114 µM), for inactives: at the top dose activity change, negative = inhibition, most hits filed as inhibitors. 0.041% of 370,000 active;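 further: potency means the concentration at half of the fitted maximal effect; 0% = no-compound wells and -100% = no-enzyme wells; nearly all actives have a fitted effect of over 25% in size; some results filed as inactive show a strong effect at the top dose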
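AmpC (5.3 nM in the dispensed reagent) in 20 mM phosphate pH 7.0 with 0.01% (detergent screen) or 0.0001% Triton X-100 was preincubated with compounds for 15 min at room temperature. Nitrocefin was then added from an 800 uM solution, and hydrolysis was followed at 480 nm.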
AMA1 RON2 block: inhibitors of Plasmodium falciparum AMA1-RON2 interaction. AlphaScreen AMA1-biotinylated RON2 peptide binding. Potency, µM (series often up to 58.2 µM), for inactives: at the highest dose activity change, negative = inhibition, hits mostly inhibitors. 0.2% of 360,000 active. AID 720542;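 further: potency means the concentration at half of the fitted maximal effect; 0% = vehicle wells and -100% = peptide control; nearly all actives have a fitted effect of over 45% in size; some results filed as inactive show a strong effect at the top dose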
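AMA1 (3D7) with his tag at 25 nM final met compounds first, then biotinylated RON2 peptide at 25 nM; detection used donor plus acceptor beads, 10 µg/mL apiece, read by AlphaScreen after 30 min at room temperature.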
LmPK inh: LmPK (Leishmania mexicana) enzyme inhibition | Q27686 | 0.37% of 290,000 active | Potency, µM (titrated, usually from 57.5 µM), for the others: at the highest dose activity change, negative = inhibition, usual class: inhibitors | purified LmPK, Kinase-Glo ATP luminescence, 1 h; further: potency means the concentration at half of the fitted maximal effect
Target sequence (Q27686 whole entry, looked up): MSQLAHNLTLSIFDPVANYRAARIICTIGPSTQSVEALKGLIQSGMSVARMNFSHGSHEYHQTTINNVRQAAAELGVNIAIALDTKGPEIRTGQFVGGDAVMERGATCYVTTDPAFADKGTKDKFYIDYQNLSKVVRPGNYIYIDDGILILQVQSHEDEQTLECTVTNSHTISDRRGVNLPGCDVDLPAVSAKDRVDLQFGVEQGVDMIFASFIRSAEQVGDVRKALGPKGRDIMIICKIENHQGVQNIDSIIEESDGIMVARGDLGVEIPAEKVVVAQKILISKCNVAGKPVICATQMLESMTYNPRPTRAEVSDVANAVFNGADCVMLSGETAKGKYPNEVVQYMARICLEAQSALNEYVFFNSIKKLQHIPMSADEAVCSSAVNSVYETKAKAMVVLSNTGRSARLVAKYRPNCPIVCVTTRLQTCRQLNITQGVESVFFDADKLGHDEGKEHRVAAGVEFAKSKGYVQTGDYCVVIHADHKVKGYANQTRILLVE
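Purified LmPK (0.1 nM) with 0.5 mM PEP and 0.1 mM ADP in imidazole buffer pH 7.2 with MgCl2/KCl, 1 h at room temperature. ATP formed was read by luciferase luminescence and normalized to no-enzyme and uninhibited controls.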
* marks the source's active call; other numbers are inactive results; ? = inconclusive; . = not tested or not shown; & = joins results of further samples; [ ] = dose if it differs, or a comment. Unless noted, the call rests on the fitted dose curve; in most records, active means well fitted curve in the direction sought with a large enough effect; inconclusive means small, poorly fitted or top-dose-only effect, or another doubt; inactive means no such curve, though single readings can be large; an effect the other way counts as inactive or inconclusive. Unless noted, on the % scale 0 is the no-effect control and ±100 the full control effect.

A first look, five compounds:
Every second line gives: AmpC no deterg | LmPK inh | AmpC inh detg | AMA1 RON2 block | Sm TGR inh | HCMV inh | Tb PYK inh
Oc1c(C(Nc2nc3ccccc3s2)c2ccco2)ccc2cccnc12 (stereo not given)
  -26% | -2% | -13% | -24% | ? | -98* | -11%
COc1ccc(-n2c(SCC(=O)Nc3nccs3)nnc2-c2ccoc2C)cc1
  -39% | 9% | -13% | 12% | -16% | 10 | -4%
CC(=O)Nc1c(C(=O)O)[nH]c2ccccc12
  -13% | 0% | -5% | -3% | -22% | 57 | -4%
CN(C)CCNC(=O)Nc1ccc(Cl)c(Cl)c1
  -7% | -1% | -3% | 0% | 3% | -8 | 1%
C[C@@H]1COc2cc(N(C)CCO)ccc2S(=O)(=O)N1
  . | . | . | -14% | . | -20 | -4%

The whole of this part, repeating the preview:
Every second line gives: AmpC no deterg | LmPK inh | AmpC inh detg | AMA1 RON2 block | Sm TGR inh | HCMV inh | Tb PYK inh
Oc1c(C(Nc2nc3ccccc3s2)c2ccco2)ccc2cccnc12 (stereo not given)
  -26% | -2% | -13% | -24% | ? | -98* | -11%
COc1ccc(-n2c(SCC(=O)Nc3nccs3)nnc2-c2ccoc2C)cc1
  -39% | 9% | -13% | 12% | -16% | 10 | -4%
CC(=O)Nc1c(C(=O)O)[nH]c2ccccc12
  -13% | 0% | -5% | -3% | -22% | 57 | -4%
CN(C)CCNC(=O)Nc1ccc(Cl)c(Cl)c1
  -7% | -1% | -3% | 0% | 3% | -8 | 1%
C[C@@H]1COc2cc(N(C)CCO)ccc2S(=O)(=O)N1
  . | . | . | -14% | . | -20 | -4%
COc1cccc2c1OC1(C)CC2NC(=O)N1Cc1ccccc1 (stereo not given)
  -23% | -1% | -9% | 3% | -5% | -24 | -3%
CCOC(=O)c1ccc(NC(=S)N(CCCN2CCN(CC)CC2)Cc2cccs2)cc1
  254%[activator] | -6% | -3% | 22% | 3% | 1 | 3%
O=C(Nc1cccc(S(=O)(=O)N2CCCC2)c1)c1cc(=O)[nH]c2ccccc12
  -5% | . | 7% | 0% | 2% | -21 | -2%
CC(C)C(C(=O)OCC(=O)c1ccccc1)N1C(=O)C2C3C=CC(C3)C2C1=O (stereo not given)
  18% | -2% | -5% | -2% | . | -7 | -8%
CCOc1cc(-c2nnc(SCC(=O)Nc3ccc(F)c(F)c3)nc2-c2ccc(OC)c(OCC)c2)ccc1OC
  . | . | 1% | . | -17% | 8 | -5%
Cc1ccc(OCCC(=O)OCC(=O)Nc2ccc(C)c(S(=O)(=O)N3CCOCC3)c2)cc1
  . | . | . | -11%[11.6 µM] | . | -17 | -2%
Cn1cc(C(=O)NCC2COc3ccccc3O2)c(=O)c2cc(S(=O)(=O)N3CCCCC3)ccc21 (stereo not given)
  -12% | -5% | 3% | -17% | 3% | -28 | 1%
CCOc1ccc(-n2c(-c3ccoc3)nc3ccccc3c2=O)cc1
  1% | 10% | -4% | 0% | 5% | -39 | -3%
COc1ccc(O)c(CN2CCN(C/C=C/c3ccccc3)CC2)c1
  8% | 16% | -11% | -25% | 10%[11.4 µM] | -24 | 0%
C[C@@H]1Cn2cnc(C(=O)NCc3ccc(CNC(=O)OC(C)(C)C)cc3)c2C(=O)N1
  . | . | . | 79%[activator] | . | -4 | -2%
COc1cccc(-c2nn(-c3ccccc3)cc2CN(C)Cc2ccon2)c1
  58% | 7% | 4% | 0% | 12% | -1 | 1%
O=C(NC(c1ccc(-c2ccccc2)cc1)c1cnccn1)C1CCN(CCN2C(=O)c3ccccc3C2=O)CC1 (stereo not given)
  . | . | . | -2% | . | ? | 0%
Oc1[nH]c2ccc(Br)cc2c1N=Nc1nn[nH]n1
  -22% | 2% | -6% | -6% | 9% | 0 | -15%
Cc1ccccc1NC(=O)CSc1nc2ccccc2c2nc(CCn3cncc3C)nn12
  4% | -2% | ? | -1% | 1%&-12% | -19&-35 | 59%&37%[activator]
CCCN(CCC)c1ccc(C(O)c2nnc(-c3ccccc3)o2)cc1 (stereo not given)
  28% | -1% | 10% | -13% | 3% | -5 | -2%
C[C@H](CO)N1C[C@H](C)[C@@H](CN(C)C(=O)c2ccc(N3CCN(C)CC3)cc2)OCc2cnnn2CCCC1=O
  . | . | . | 7% | . | 11 | 5%
COC(=O)C1CCN(C(=O)NC(C)(C)C)CC1
  -13% | -2% | -10% | 14% | -12% | 23 | 0%
O=C(NCC1c2ccccc2CCN1C(=O)CN1CCOCC1)C1CCCCC1 (stereo not given)
  20% | 2% | -3% | -9% | -31% | -11 | 0%
N#CC(C(=O)NCCc1ccccc1)c1nc2ccccc2nc1N1CCCCC1 (stereo not given)
  -26% | 0% | 3% | -3% | 0% | -38 | -5%
O=C(NC1CCCCCCC1)c1ccc(F)cc1
  -11% | -7% | 10% | -10% | -1% | 39 | -6%
Cc1ccc2cc(C#N)c(NCc3ccccc3)nc2c1
  -3% | 0% | ? | 18% | 0% | ? | -3%
Cn1c(O)c(N=NC(=O)CNC(=O)c2ccccc2)c2cc(Br)ccc21
  -20% | 8% | 4% | -24% | 1% | 0 | 3%
CC1=C(C(=O)Nc2ccccc2C)C(c2ccc(C)o2)N2C(=O)CSC2=N1 (stereo not given)
  -42% | 0% | ? | 1% | 41%[activator] | 29 | -20%
CCc1nc(OCc2ccccc2)c2sc3nc4c(cc3c2n1)COC(C)(C)C4
  -15% | 3% | -4% | -2% | -19% | -25 | -2%
Cn1cccc1C1NC(=O)c2c(sc3c2CCC(C(C)(C)C)C3)N1 (stereo not given)
  -25% | 1% | -21% | -25% | ? | -16 | -17%
CC(C)(C)CC(=O)Nc1nnc(CCc2ccccc2)s1
  -16% | -4% | -6% | 0% | 11% | 89 | 0%
COC(=O)c1ccc(Cl)cc1NC(=O)NCc1c(-n2cccc2)sc2c1CCCC2
  . | . | 24% | . | 0% | -1 | 2%
CCS(=O)(=O)N1CCC(C(=O)Oc2ccc(Cl)cc2)CC1
  2% | -2% | 0% | 3% | 4% | 11 | -3%
CCOc1ccc(S(=O)(=O)Nc2ccc3c(c2)OCO3)cc1
  -27% | 0% | 1% | -7% | -30% | ? | -1%
O=C(Nc1nnc(-c2ccco2)s1)C1CCN(S(=O)(=O)c2ccc(Cl)cc2)CC1
  -25% | 4% | -13% | -16% | 0% | ? | -5%
Cc1cc[n+]2cc(-c3cccc([N+](=O)[O-])c3)c(-c3cccc([N+](=O)[O-])c3)cc2c1
  -1% | 1% | -6% | -6% | -1% | 22 | 3%
COc1ccccc1C1(O)CCN(CC(=O)Nc2c(C)nn(C)c2C)CC1
  -13% | -1% | -10% | 0% | -13% | -25 | -3%
COc1ccc(CNC(=O)CCC2N=C3c4ccccc4N=C(SCC(=O)NCCc4ccc(OC)c(OC)c4)N3C2=O)cc1 (stereo not given)
  . | . | -5% | . | 10% | 0 | -12%
Cc1cc(C)c(C(=O)COC(=O)c2cccc(S(=O)(=O)NCc3ccccc3)c2)cc1C
  -32% | -2% | ? | 4% | 1% | ? | -16%
CC(C)(C)OC(=O)C[C@H]1C/C=C\C[C@@H](CC(=O)N[C@@H](CO)Cc2ccccc2)C(=O)N2CCC[C@@H]2COC1=O
  222%[activator] | . | . | -1% | . | ? | 4%

Three compounds from above, ordered by SMILES length, smallest number first:
Every second line gives: AmpC no deterg | LmPK inh | AmpC inh detg | AMA1 RON2 block | Sm TGR inh | HCMV inh | Tb PYK inh
CC(C)(C)CC(=O)Nc1nnc(CCc2ccccc2)s1
  -16% | -4% | -6% | 0% | 11% | 89 | 0%
COc1ccccc1C1(O)CCN(CC(=O)Nc2c(C)nn(C)c2C)CC1
  -13% | -1% | -10% | 0% | -13% | -25 | -3%
Cc1cc(C)c(C(=O)COC(=O)c2cccc(S(=O)(=O)NCc3ccccc3)c2)cc1C
  -32% | -2% | ? | 4% | 1% | ? | -16%

New compounds follow
Every second line gives: AmpC no deterg | LmPK inh | AmpC inh detg | AMA1 RON2 block | Sm TGR inh | HCMV inh | Tb PYK inh
CCc1nnc(NC(=O)c2ccc3c(c2)C(=O)N(CC(C)C)C3=O)s1
  -16% | 1% | 1% | . | 5% | 64 | .
CC(C)N(C(=S)Nc1cc(S(=O)(=O)N2CCOCC2)ccc1Cl)c1ccccc1
  -11% | 0% | -11% | -11% | -25% | -9 | -4%
Cc1ccc(OCC(=O)NC(=S)Nc2cccc(NC(=O)c3ccccc3)c2)cc1
  -51% | 7% | -8% | 12% | -8% | 29 | -7%
COC(=O)c1cnn(-c2nc(-c3ccccc3)cs2)c1N
  -10% | -5% | -3% | -1% | 3% | 149 | -2%
O=C(Nc1cccc(NC(=O)c2ccccc2[N+](=O)[O-])n1)c1ccccc1[N+](=O)[O-]
  -34% | -1% | -3% | 8% | 0% | 69 | ?
O=C1C(C=NCc2ccco2)=C(O)c2ccccc21
  -25% | -25% | ? | 4% | ? | 22 | 0%
CCn1c(SCC(=O)Nc2ccccc2)nnc1C1CCCCC1
  1% | 4% | -15% | -9% | 0% | -30 | -13%
COc1cccc(CNc2ncn[nH]2)c1OCc1ccc(F)cc1
  -14% | 5% | 0% | 15% | 0% | -15 | 4%
Cc1nnc(SC(C)C(=O)NCC2CCCO2)s1 (stereo not given)
  -15% | . | 0% | -6% | 8% | 0 | 6%
CCn1c(-c2sc(-c3ccccc3)nc2C)n[nH]c1=S
  -32% | 1% | -4% | 74%[activator] | -2% | ? | ?
CS(=O)(=O)c1cccc(C(=O)OCCCC(=O)c2ccccc2)c1
  -19% | . | . | 1% | . | -28 | 3%
O=C(CNC(=O)c1ccccc1F)OCC(=O)c1ccc(Cl)s1
  -19% | -4% | 0% | -2% | -1% | 51 | -2%
CN1CCc2nc3sc(C(=O)NCc4ccccc4)c(N)c3cc2C1
  -7% | -1% | 2% | -6% | 0% | ? | -6%

Bioassay records deposited in PubChem by National Center for Advancing Translational Sciences (NCATS).
